Source: PubChem BioAssay (NCI)
NCI-60 one-dose screen, 48 h, at 10 µM unless noted. Numbers give growth in % (100 = growth as untreated, 0 = no growth, -100 = all killed).
786-0 – 786-0 renal cancer cells; 81,000 tested, 5.1% active; AID 1794775
UO-31 – UO-31 renal cancer; 81,000 tested, 5.2% active
TK-10 – TK-10 renal cancer cells | 81,000 tested, 3.9% active
U251 – U251 CNS tumor cells | 80,000 tested, 5.4% active
SF-539 – SF-539 CNS cancer; AID 1794752; 81,000 tested, 6.8% active
DU-145 – DU-145 prostate cancer; 81,000 tested, 4.2% active; AID 1794760
SN12C – SN12C renal cancer cells; AID 1794767; 81,000 tested, 3.8% active
PC-3 – PC-3 prostate cancer cells | AID 1794754 | 80,000 tested, 3.9% active
SF-295 – SF-295 CNS cancer cells; 79,000 tested, 5.6% active; AID 1794758
Active calls of the source: *; · = no result given; & = joins results of further samples; [ ] = another dose, or the depositor's remark. How the source made its calls: active means growth percent below 10; inactive means the rest.

Below each compound – TK-10	DU-145	SF-295	786-0	SF-539	PC-3	U251	SN12C	UO-31
- COc1ccc(-c2cc(C(=O)N3CCN(C(=O)c4ccccc4NCc4cc(OC)c(OC)c(OC)c4)CC3)nc3cc(-c4ccccc4)nn23)cc1
→ 95	130	111	97	101	86	103	98	73
- CC1=C2[C@@H](O)C[C@]2(C)[C@H]2C[C@@](C)(CO)C[C@H]2[C@@H]1O
→ 114	112	104	107	110	107	108	111	91
- NC(=O)CSc1ccccc1
→ 93	105	105	108	111	94	101	90	93
- FC(F)(F)c1cc(-c2ncc(-c3cc(C(F)(F)F)cc(C(F)(F)F)c3)c(NC3CCCCCC3)n2)cc(C(F)(F)F)c1
→ 123	131	103	110	101	91	91	98	91
- COc1cc(-c2nc(C(=O)Nc3ccc(F)c(F)c3)nn2-c2ccc(F)c(F)c2)cc(OC)c1OC
→ 109	102	93	92	98	86	98	100	67
- NC(=O)c1n[nH]n2c1nc(=O)c1c3c(sc12)CCCC3
→ 106	110	102	106	102	85	97	101	84
- COC(=O)c1nc2c(cnn2-c2nnc3n(-c4ccccc4)c(=O)/c(=C\c4ccc(OC)cc4)n23)c(N)c1C(=O)OC
→ 110	103	·	103	96	97	103	97	72
- CCOC(=O)C(NC(C)=O)C(=O)c1ccccc1 (stereo not drawn)
→ 100	106	95	104	98	93	96	105	95
- CCN(CC)Cc1cc(-c2cncc(Cl)c2N2CCC3(CCNC3=O)CC2)ccc1O
→ 90	100	106	97	89	93	94	97	76
- O=C(Nc1ccccc1)Nc1ccccc1
→ 107&122&98	117&107&95	117&90&101	107&103&94	117&98&103	93&85&106	99&110&103	118&98&102	89&64&95
- O=C(CCl)Oc1ccc(C2CCCCC2)cc1
→ 106	104	104	108	102	96	102	106	97
- C=CCOC(=O)Oc1c(C)cc([N+](=O)[O-])cc1[N+](=O)[O-]
→ 109	109	106	106	112	85	101	97	97
- CCOC(=O)c1[nH]n(-c2ccccc2)c(=O)c1C=NC(=S)c1cccnc1
→ 101	106	107	102	108	95	91	98	89
- O=C1CCCN1c1nc(-c2ccc(-c3ccccc3)cc2)c(Br)s1
→ 104	97	87	90	82	99	76	77	·
- COc1ccc2c(C3=C(c4c[nH]c5ccccc45)C(=O)NC3=O)coc2c1
→ 117	98	95	86	95	70	92	90	48
- CC(=O)OC(COC(c1ccccc1)(c1ccccc1)c1ccccc1)Cn1cnc2c1c(=O)n(C)c(=O)n2C (stereo not drawn)
→ 97	99	90	99	107	70	96	98	78
- O=C1CSC(=S)N1CCc1ccccc1
→ 115	102	100	99	99	98	105	97	97
- CC1(C)OCC(C2OC3OC(C)(C)OC3C2OS(C)(=O)=O)O1 (stereo not drawn)
→ 106	108	99	98	103	92	·	103	90
- O=c1n(CCCN2CCN(c3cccc(Cl)c3)CC2)nc2ccccn12
→ 109	122	98	91	112	83	110	96	70
- COc1ccc(C23N=CC4(CCC(=O)N4c4ccccc4C2O)O3)cc1 (stereo not drawn)
→ 120	94	107	98	98	93	103	95	79

Continued.
Below each compound – TK-10	DU-145	SF-295	786-0	SF-539	PC-3	U251	SN12C	UO-31
- Cc1cc(=O)n2n1-c1ccc(F)cc1NC(=O)C2
→ 88	108	100	100	92	96	100	109	95
- COc1ccc2[nH]c(=S)cc(S)c2c1
→ 130	112	111	101	111	85	99	101	92
- O=C(C[n+]1ccc2ccccc2c1)c1cccc2ccccc12
→ ·	93	53	77	84	68	101	85	49
- COc1ccc2nc(N)sc2c1
→ 118	124	114	107	109	94	103	96	69
- C#CC[C@@H]1C[C@]2(C)[C@H]3CC[C@@H]4[C@H]5C(C(=C)C)CC[C@]5(C(=O)NCCCCCCCCN)CC[C@@]4(C)[C@]3(C)CC[C@H]2C(C)(C)[C@H]1OC(C)=O (stereo partly drawn)
→ 96	75	·	85	88	55	71	96	76
- O=c1[nH]cnc(O)c1Nc1cccc(Cl)c1
→ 120&103	101&123	105&104	103&99	94&110	88&123	116&107	103&96	92&86
- Clc1nc(-c2cccc3ccccc23)nc2sc3c(c12)CCCCCC3
→ 116	108	100	105	99	95	89	102	96
- OCC1OC(n2cnc3c(N4CCCCC4)ncnc32)C(O)C1O (stereo not drawn)
→ 106	100	109	108	·	89	107	89	79
- NS(=O)(=O)Oc1ccc2c(ccn2C(=O)C2CCCCC2)c1
→ 106	115	90	108	97	97	106	97	83
- Cc1nn(-c2ccc(Br)cc2)c2nc3c(nc12)C(=O)CC(C)(C)C3
→ 106	109	88	81	·	78	82	78	62
- O=C(O)C1(C(=O)O)c2ccccc2-c2c1c1c3ccccc3[nH]c1c1c2[nH]c2ccccc21
→ 103	93	74	98	92	67	99	88	58
- C#CC1(OCC(CCl)OC(N)=O)CCCCC1 (stereo not drawn)
→ ·	110	101	107	99	107	97	99	76
- O=C(COC(=O)c1cc2ccccc2cc1O)Nc1ccc2c(c1)OCO2
→ 112	109	118	104	94	87	106	103	92
- COc1ccc(C2CC(c3ccc(OC)cc3O)=NN2c2ccc(S(N)(=O)=O)cc2)cc1 (stereo not drawn)
→ 44	62	-8.0*	38	70	15	41	54	28
- Nc1cc(=O)n(-c2ccccc2)nc1Cl
→ 116	115	113	102	106	72	83	98	98
- O=S(=O)(NCCCNc1nccc(-c2c(-c3ccc(F)c(O)c3)nc3occn23)n1)c1ccccc1
→ 122	91	104	123	105	79	100	79	75
- CN(C1c2ccccc2Oc2ccccc21)S(=O)(=O)c1cc(Cl)ccc1Cl
→ 69	78	29	64	61	54	44	·	50
- CCCCCCC#CC(=O)O
→ 94	108	100	98	97	85	95	107	79
- OB(O)c1ccccc1C[n+]1ccc(-c2ccc3ccc4c(-c5cc[n+](Cc6ccccc6B(O)O)cc5)ccc5ccc2c3c54)cc1
→ 93[6 µM]	104[6 µM]	77[6 µM]	105[6 µM]	94[6 µM]	94[6 µM]	96[6 µM]	95[6 µM]	87[6 µM]
- CCN(CC)CCCCCCCNc1nccc2ccccc12
→ 105	109	98	96	93	86	93	97	80

Next structures:
Below each compound – TK-10	DU-145	SF-295	786-0	SF-539	PC-3	U251	SN12C	UO-31
- O=C1C(c2ccccc2)c2ccccc2N1Cc1ccccc1 (stereo not drawn)
→ 99	121	·	110	100	92	96	100	83
- NC(CCl)=NCCC[C@H](N)C(=O)O
→ 97	111	81	106	103	76	97	93	85
- O=C(NCc1ccccc1)NS(=O)(=O)c1ccc(N2N=C(c3cc4ccccc4oc3=O)CC2c2cccs2)cc1 (stereo not drawn)
→ 108	110	94	95	103	108	102	98	96
- Nc1nc(=S)cc(Nc2ccccc2Cl)[nH]1
→ 111	107	99	100	97	89	97	102	76
- C#CC(O)(c1ccc(Cl)cc1)c1ccc(Cl)cc1
→ 102&99	105&107	111&92	108&96	125&99	85&95	86&91	106&93	89&97
- Brc1ccc2c(ccc3c2nnc2ncnn23)c1
→ 131	97	111	92	97	85	94	97	65
- O=C(CCC1CCCC1)c1ccccc1
→ ·	108	98	98	103	100	108	94	82
- O=C1/C(=C/c2ccc(O)cc2)COc2ccc(-c3ccccc3)cc21
→ 84	60	90	21	91	60	64	76	43
- O=C(NCCCN1C(=O)c2ccccc2C1=O)OCc1ccccc1
→ 111	122	112	98	105	98	101	99	69
- CCC(C)(O)Cc1ccc(Cl)cc1 (stereo not drawn)
→ 98	114	95	100	104	95	101	103	94
- Cc1[nH]n(-c2cccc(Cl)c2)c(=O)c1/C=C1\C=c2ccccc2=CC1=O
→ 17	35	26	-47*	72	33	-11*	24	67
- CCCn1cnc2c(c1=N)C(c1ccc(Cl)cc1)c1sc3c(F)cccc3c1O2 (stereo not drawn)
→ 102	82	94	69	86	66	60	69	50
- C=CC[n+]1c(/C=C2\Sc3ccccc3N2C)sc(-c2ccccc2)c1-c1ccccc1
→ -6.3*	23	-17*	17	20	18	15	8.0*	6.6*
- Cc1c([N+](=O)[O-])cc(I)c(I)c1I
→ 99	103	96	103	102	97	87	112	72
- CC(=O)SC1CC(=O)OC1=O (stereo not drawn)
→ 129	106	107	94	101	96	89	96	92
- Cc1ccc(S(=O)(=O)NC(CCCNC(=O)OCc2ccccc2)C(=O)O)cc1 (stereo not drawn)
→ 89	105	·	100	113	100	102	117	82
- COC(=O)c1cccc([N+](=O)[O-])c1
→ 101	105	105	104	99	97	97	95	98
- COc1cc(/C=C2\C(=O)Nc3cc(Cl)ccc32)ccc1OCc1ccc(Cl)cc1
→ 160	104	98	107	92	89	106	98	78
- CC(C)(C)[Si](C)(C)OC1[C@@H](O[Si](C)(C)C(C)(C)C)[C@@H](CNC(=O)NC(=O)NC(=O)CI)O[C@H]1n1cnc2c(NC(=O)Nc3ccccc3)ncnc21 (stereo partly drawn)
→ 47	91	-57*	7.2*	-63*	15	33	84	-89*
- Clc1cccc(Cc2cn3cc(-c4ccccc4)nc3s2)c1
→ 69	52	·	69	42	52	68	68	50

Going on with the list.
Below each compound – TK-10	DU-145	SF-295	786-0	SF-539	PC-3	U251	SN12C	UO-31
- O=C(O)CCCCNC(=O)c1ccccc1
→ 101	110	95	97	100	100	98	115	100
- COc1ccc(NC(=O)CCCCCCNC(=O)C(O)(O)C(F)(F)F)cc1
→ 6.6*	29	24	53	49	53	40	60	38
- Cc1[nH]c2ccccc2c1C(C[N+](=O)[O-])c1ccccc1 (stereo not drawn)
→ 102	113	97	102	102	89	90	95	82
- Nc1nc(N)nc(NCCN(CCCB(O)O)CCNc2nc(N)nc(N)n2)n1
→ 105	104	99	104	103	101	102	111	102
- Nc1ncnc2c1ncn2C1OC(CO)CC1F (stereo not drawn)
→ ·	112	105	97	107	99	103	105	88
- O=c1ccn(-c2ncnc3nc[nH]c23)cc1
→ 86	101	115	97	96	97	96	90	67
- O=C(Nc1cccc(C2=NCCN2)c1)c1ccc(-c2ccc(C(=O)Nc3cccc(C4=NCCN4)c3)cc2)cc1
→ 138	39	71	86	97	98	86	62	99
- O=C(CSc1nc(-c2ccccc2)cc(=O)[nH]1)Nc1nc(-c2ccccc2)cs1
→ 106	98	76	103	113	79	100	102	65
- O=C(CNC(=O)NCC1CCC(F)CC1)NC1NC2CCCCC2N1 (stereo not drawn)
→ 108	109	96	100	99	91	102	95	82
- COc1cc(/C=C/C(=O)c2ccc(Nc3ncnc4cc(OC)c(OC)cc34)cc2)cc(OC)c1
→ 104	115	93	92	101	78	72	91	94
- NS(=O)(=O)c1ccc(CCNC(=O)CSc2nc3c(c(=O)[nH]2)CCCC3)cc1
→ 94	103	106	104	98	94	105	104	98
- Nc1c(C(=O)Nc2ccc3c(c2)OCCO3)sc2nc3c(cc12)C(=O)CCC3
→ 102	100	115	98	100	108	104	96	94
- C#CCn1c(CO)ccc1CNc1ccccc1OC
→ 104	118	112	104	100	113	102	100	81
- CCCC(=O)Oc1ccc(CC)cc1
→ 97	109	98	100	101	101	98	98	94
- CN(C)CSCCO
→ 107	102	109	108	123	97	99	107	97
- O=C(O)C1(Nc2ccccc2Cl)CCCC1
→ 104&93	130&106	109&111	102&101	96&108	88	102&98	105&93	86&71
- N#Cc1c(-c2ccc(F)cc2)nc2c(N=Nc3ccc(S(N)(=O)=O)cc3)c(N)nn2c1N
→ 106	83	93	86	72	71	72	76	62
- COc1cc(/C(C)=C(\c2ccc(Cl)cc2)c2ccc(OCCCN(C)C)cc2)ccc1F
→ 89	102	105	81	82	84	72	90	66
- CC1(COc2ccc3ncc(C#Cc4cncc(C(=O)Nc5ccc(C#N)c(C(F)(F)F)c5)c4)n3n2)COC1
→ 132	107	96	111	82	94	97	99	103
- C/C(=N\N1C(=O)c2ccccc2NC1c1ccc(F)cc1)c1c(O)cc(C)oc1=O (stereo not drawn)
→ 98	111	111	99	104	95	94	103	90

Reformatted tab-delimited: 7 of the compounds above
smiles	TK-10	DU-145	SF-295	786-0	SF-539	PC-3	U251	SN12C	UO-31
NS(=O)(=O)c1ccc(CCNC(=O)CSc2nc3c(c(=O)[nH]2)CCCC3)cc1	94	103	106	104	98	94	105	104	98
Nc1c(C(=O)Nc2ccc3c(c2)OCCO3)sc2nc3c(cc12)C(=O)CCC3	102	100	115	98	100	108	104	96	94
C#CCn1c(CO)ccc1CNc1ccccc1OC	104	118	112	104	100	113	102	100	81
CCCC(=O)Oc1ccc(CC)cc1	97	109	98	100	101	101	98	98	94
CN(C)CSCCO	107	102	109	108	123	97	99	107	97
O=C(O)C1(Nc2ccccc2Cl)CCCC1	104&93	130&106	109&111	102&101	96&108	88	102&98	105&93	86&71
N#Cc1c(-c2ccc(F)cc2)nc2c(N=Nc3ccc(S(N)(=O)=O)cc3)c(N)nn2c1N	106	83	93	86	72	71	72	76	62

Next section
Below each compound – TK-10	DU-145	SF-295	786-0	SF-539	PC-3	U251	SN12C	UO-31
- CCOC(=O)C#Cc1c(C(=O)OCC)nnn1[C@@H]1O[C@H](CO)[C@H]2OC3(CCCCC3)O[C@H]21
→ -3.8*	52	101	67	81	87	104	76	5.6*
- O=c1nc2c(-c3ccccc3)n[nH]n2c2c1sc1ncccc12
→ 127	128	113	100	107	82	115	96	59
- CC(C(C(=O)N1CCCCC1)N1CCCCC1)N1CCCCC1 (stereo not drawn)
→ 101	122	117	108	116	107	98	102	95
- COc1ccc(C2CC(c3cc(OC)c(OC)c(OC)c3)=NO2)cc1OCCCCOc1ccc(-n2c(/C=C/c3ccccc3)nc3ccccc3c2=O)cc1 (stereo not drawn)
→ 155	109	121	112	157	97	111	106	114
- C=CCn1c(SCC(=O)Nc2ccc(C(=O)/C=C/c3cc(OC)c(OC)c(OC)c3)cc2)nnc1-c1cc(-c2ccc(Cl)cc2)nc2ccccc12
→ 113	95	98	74	84	72	86	87	57
- O=C(OCCN1CCN(CCOC(=O)C(Cl)(c2ccccc2)c2ccccc2)CC1)C(Cl)(c1ccccc1)c1ccccc1
→ 99	108	98	·	98	79	95	106	89
- Cc1ccc(N2C=[N+](C)c3ccc(C)cc3C2)cc1
→ ·	105	103	103	103	78	95	97	84
- Cc1ccc(-c2c(C(=O)NS(=O)(=O)C3CC3)n(Cc3cccc(C(F)(F)F)c3)c3ccccc23)cc1Cl
→ 92	85	49	95	97	61	76	80	63
- CSc1nc2nc3c(nc2c(=O)n1C)C(=O)c1ccccc1C3=O
→ -79*	-90*	-93*	-50*	-100*	-6.6*	·	-77*	-86*
